Compound activity from PubChem BioAssay.
UbGFP stabilizer: proteasome inhibitors stabilizing ubiquitin-GFP reporter | Ubiquitin-GFP reporter cells, proteasome inhibition, GFP fluorescence; response scale: untreated = 0%, 10 µM MG-132 = 100% | Potency, µM (doses to about 45.9 µM), for the others: top-dose activation (GFP accumulation), most hits filed as activators | 67,000 tested, under 10 active | AID 526; active = well fitted activation curve with a large enough effect, not every such curve was filed as active; inconclusive = small, poorly fitted or top-dose-only effect, or another doubt; inactive = no such curve, though single readings can be large or run the other way; also: potency is read from the fitted curve at half-maximal effect
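Proteasome block read as GFP accumulation: ubiquitin(G76V)-GFP U2OS cells exposed to compound (2.9 nM–46 uM) for 4 hr at 37 C. Normalization used untreated cells as 0% and 10 uM MG-132 as 100%; concentration-response curves fitted.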
FLuc inh: inhibitors of firefly luciferase. P08659. purified firefly luciferase, luminescence, 8 min. Potency, µM (titrated, usually from 57.1 µM), inactives show at the highest dose activity change, negative = inhibition, actives largely listed as inhibitors. 2.2% of 72,000 active; also: potency is read from the fitted curve at half-maximal effect; % is scaled to controls: 0 for no effect and ±100 for the full control effect; nearly all actives have a fitted effect of over 40% in size
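Titration-based qHTS; buffer 50 mM imidazole pH 7.2, 50 mM KCl, 7 mM MgCl2, 10 uM ATP, 0.01% Tween 20, 0.05% BSA; luciferase/luciferin detector mix added after compound; 8 min, ambient; luminescence.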
CRE-bla Fsk: modulators of forskolin-stimulated CRE signaling in CHO cells; CHO CRE-bla reporter (cAMP response element driving beta-lactamase), forskolin EC10, beta-lactamase ratio; Potency, µM (titrated, usually from 38.2 µM), for inactives: at the highest dose activity change, negative = inhibition, actives largely listed as activators; 2.5% of 71,000 active; active = well fitted activation curve with a large enough effect in the signal ratio, with a control signal flat, not every such curve was filed as active; inconclusive = small, poorly fitted or top-dose-only effect, or effect the other way, or a change in a side signal; the % refers to the signal ratio; also: potency is read from the fitted curve at half-maximal effect; % of control where 0% means no effect
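Cells were plated overnight at 37 °C, exposed to compound titrations plus EC10 NKH 477 for 3 h, then given CCF4 dye for 2 h at room temperature. Blue/green (460/530 nm) ratio was converted to %Activity and AC50 values calculated.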
HBB splice mod: modulators of hemoglobin beta chain splicing | HBB splicing reporter cell assay, activation; EGFP reporter with mutant IVS2-654 intron; response scale: normalised to 500 nM splice-correcting PNA | Potency, µM (series often up to 46.1 µM), for the others: at the top dose activation, most hits filed as activators | 0.06% of 65,000 active | AID 925; also: potency is read from the fitted curve at half-maximal effect; 0% is about no effect
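HeLa cells stably expressing EGFP interrupted by mutant beta-globin intron 2 (IVS2-654), 500/well in 2% FCS. Treated with compound for 2 days at 37C. Splicing correction scored as total well GFP intensity (488 nm excitation, 500-520 nm emission); 500 nM antisense PNA served as control.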
Tau fil binding: binders of human tau filaments. Potency, µM (highest dose often 57.1 µM), for inactives: top-dose activity change, negative = inhibition. AID 596. P10636. recombinant tau filaments, thioflavin S fluorescence, 15 h; filaments grown with octadecylsulfate alongside compound. 2% of 71,000 active;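 also: potency is read from the fitted curve at half-maximal effect; % is scaled to controls: 0 for no effect and ±100 for the full control effect; actives lower thioflavin S fluorescence by blocking filaments or displacing dye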
Target sequence (P10636 whole entry, looked up): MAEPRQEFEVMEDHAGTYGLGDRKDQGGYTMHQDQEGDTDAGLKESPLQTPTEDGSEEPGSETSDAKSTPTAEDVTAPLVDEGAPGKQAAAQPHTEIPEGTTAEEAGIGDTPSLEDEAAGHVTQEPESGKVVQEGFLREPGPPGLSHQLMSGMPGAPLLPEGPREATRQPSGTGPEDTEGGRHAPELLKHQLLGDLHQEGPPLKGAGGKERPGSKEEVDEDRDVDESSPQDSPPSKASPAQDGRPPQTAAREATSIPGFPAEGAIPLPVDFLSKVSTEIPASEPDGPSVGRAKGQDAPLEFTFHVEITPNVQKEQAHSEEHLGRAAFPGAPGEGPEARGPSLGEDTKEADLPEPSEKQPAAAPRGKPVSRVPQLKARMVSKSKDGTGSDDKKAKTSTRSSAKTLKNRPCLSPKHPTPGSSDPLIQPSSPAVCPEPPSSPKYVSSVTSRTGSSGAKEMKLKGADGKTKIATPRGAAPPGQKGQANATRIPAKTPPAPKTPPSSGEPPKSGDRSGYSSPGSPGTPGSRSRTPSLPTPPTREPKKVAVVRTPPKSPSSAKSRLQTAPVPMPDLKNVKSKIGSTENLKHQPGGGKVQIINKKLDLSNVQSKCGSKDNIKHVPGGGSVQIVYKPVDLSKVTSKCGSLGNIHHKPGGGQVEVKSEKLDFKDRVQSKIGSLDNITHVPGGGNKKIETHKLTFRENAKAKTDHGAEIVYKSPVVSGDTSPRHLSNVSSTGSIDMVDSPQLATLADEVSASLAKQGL
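Assay mix: 1 uM His-tagged tau, 30 uM sodium octadecylsulfate, thioflavine S dye in HEPES/NaCl/DTT buffer. Compound is added prior to the inducer. Fluorescence after 15 h at 37 C.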
GFP derepression: epigenetic GFP locus derepression in mouse cells | Potency, µM (highest dose often 46.1 µM), for inactives: top-dose GFP derepression (activation) | 0.09% of 68,000 active | AID 597 | mouse C127i GFP locus derepression, cytometry, 30 h; also: % of control where 0% means no effect
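Locus derepression in mouse mammary C127i cells whose integrated CMV-GFP reporter is normally silent; GFP expression after 30 h compound treatment was quantified by counting fluorescent cells.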
15-hLO inh: blocks human 15-lipoxygenase activity | AID 887 | 1.4% of 74,000 active | P16050 | Potency, µM (highest dose often 57.1 µM), for inactives: at the highest dose activity change, negative = inhibition, hits mostly inhibitors | purified 15hLO-1, xylenol orange hydroperoxide absorbance; also: potency is read from the fitted curve at half-maximal effect; % is scaled to controls: 0 for no effect and ±100 for the full control effect; nearly all actives have a fitted effect of over 55% in size
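Readout: Fe(III)-xylenol orange absorbance, 573-to-405 nm ratio as reaction progress. Enzyme 40 nM purified human 15hLO-1, substrate 50 uM arachidonic acid, 6 min RT after 15 min compound preincubation; Hepes pH 7.5 buffer with Triton X-100.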
ERK AVP block: vasopressin-driven ERK pathway inhibition; AID 995; 0.99% of 72,000 active; Potency, µM (highest dose often 57.5 µM), for inactives: at the highest dose activity, negative = inhibition, actives largely listed as inhibitors; HEK293-V1b, vasopressin-stimulated pERK AlphaScreen; also: potency is read from the fitted curve at half-maximal effect; % is scaled to controls: 0 for no effect and ±100 for the full control effect; nearly all actives have a fitted effect of over 55% in size
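HEK293 cells stably expressing V1b receptor, preincubated 30 min at 37 °C with compound, then stimulated 5 min with 25 nM vasopressin. Phospho-ERK by AlphaScreen SureFire after 5 h RT; normalized to DMSO and vasopressin; AC50 by Hill fit.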
Hsp90 Hop PPI: changes Hsp90-Hop TPR2A binding signal, up or down. AlphaScreen TPR2A-His6 binding biotin-Hsp90 C-terminal peptide. Potency, µM (top dose mostly 57 µM), for inactives: top-dose activity change, negative = inhibition. 0.44% of 71,000 active; active = well fitted curve in either direction with a large enough effect; inconclusive = small, poorly fitted or top-dose-only effect, or another doubt; also: potency is read from the fitted curve at half-maximal effect; % is scaled to controls: 0 for no effect and ±100 for the full control effect; many of its hits are not listed in these tables
DNA Pol III inh: inhibitors of bacterial DNA polymerase III holoenzyme | reconstituted DNA polymerase III holoenzyme replication, biochemical | Potency, µM (doses to about 57.1 µM), without a hit: at the top dose activity change, negative = inhibition | 0.25% of 71,000 active; also: potency is read from the fitted curve at half-maximal effect; % is scaled to controls: 0 for no effect and ±100 for the full control effect
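Reconstituted *E. coli* holoenzyme (0.35 nM Pol III, 1 nM beta, 154 nM SSB, 2 nM primase) was preincubated with compound for 15 min at RT. Synthesis on 1.4 nM ssM13Gori ran 35 min, then was stopped with PicoGreen/EDTA and read as dsDNA fluorescence.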
HADH2 inhib: HADH2 (human) dehydrogenase inhibition; AID 886; Potency, µM (highest dose often 57.1 µM), without a hit: at the highest dose activity change, negative = inhibition, hits mostly inhibitors; 3.4% of 73,000 active; Q99714; recombinant HADH2, NADH fluorescence, beta-hydroxybutyryl-CoA; also: potency is read from the fitted curve at half-maximal effect; % is scaled to controls: 0 for no effect and ±100 for the full control effect; nearly all actives have a fitted effect of over 60% in size; many of its hits are not listed in these tables
Target sequence (Q99714 whole entry, looked up, one chain of several): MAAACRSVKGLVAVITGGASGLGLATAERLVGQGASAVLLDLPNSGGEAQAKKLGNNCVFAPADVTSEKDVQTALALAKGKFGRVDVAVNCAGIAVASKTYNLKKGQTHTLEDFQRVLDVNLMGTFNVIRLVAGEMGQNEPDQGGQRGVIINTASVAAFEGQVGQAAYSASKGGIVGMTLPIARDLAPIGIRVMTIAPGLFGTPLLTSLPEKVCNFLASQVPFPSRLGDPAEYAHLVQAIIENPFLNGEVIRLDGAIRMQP
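Read-out: 360 nm excitation, 450 nm emission, kinetic over 4 min. Conditions: His-tagged human HADH2 20 nM, pH 9.0 Tris with Tween-20, 1 mM NAD+, 90 uM beta-hydroxybutyryl-CoA.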
The depositor's hits bear a star; ? = inconclusive; . = not tested or not shown; [ ] = remark or other dose. Unless noted, calls follow the shape of the dose curve; as a rule, active = well fitted curve in the direction sought with a large enough effect; inconclusive = small, poorly fitted or top-dose-only effect, or another doubt; inactive = no such curve, though single readings can be large; an effect the other way counts as inactive or inconclusive. A portion of the library, so the mix of outcomes need not match the whole.

Each structure is followed by: UbGFP stabilizer, FLuc inh, CRE-bla Fsk, HBB splice mod, Tau fil binding, GFP derepression, 15-hLO inh, ERK AVP block, Hsp90 Hop PPI, DNA Pol III inh, HADH2 inhib
[1] CCCNC(=O)OC[C@@H]1O[C@H](CCO/N=C\c2ccc(C(=O)N3[C@H](c4ccc(C)cc4)[C@@H](C)CC[C@H]3C(=O)OC)cc2)C=C[C@@H]1Oc1ccc(OC)cc1
    ., -1.2%[11.4 µM], ., 2.4%[9.22 µM], ., ., 2.1%[11.4 µM], 10.2%[11.5 µM], ., ., -3.8%[11.4 µM]
[2] CCCCN1C(=O)CC(Nc2ccc(CC)cc2)C1=O (centres undefined)
    14.3%, 0.9%, ?, 1.5%, -8.8%, -1.6%, 2.8%, -20.6%, -4.0%, -0.1%, 1.1%
[3] Cc1cc(C)c(NC(=O)CCCN2CCN(C)CC2)c(C)c1
    0.0%, 3.6%, 0.3%, -0.4%[57.5 µM], 6.5%, -4.7%, -5.7%, 19.8%, -2.4%, 6.8%, 11.8%
[4] COc1ccc(O[C@H]2C=C[C@@H](c3ccccc3)O[C@H]2CO/N=C\C[C@@H]2C=C[C@H](OC(C)=O)[C@H](COC(C)=O)O2)cc1
    ., 1.9%[11.4 µM], ., -2.3%[9.22 µM], ., ., -1.8%[11.4 µM], 0.2%[11.5 µM], ., ., 8.5%[11.4 µM]
[5] OCCNc1ncnc2c1ncn2Cc1ccccc1
    6.6%, 2.8%, 6.2%, 3.4%, 21.8%, -2.6%, 8.2%, -8.8%, -2.5%, 2.1%, -0.8%
[6] CSCSC1=C(C#N)C(c2ccc(Cl)cc2)C(C(C)=O)=C(C)N1 (centres undefined)
    -4.2%, 0.9%, -11.8%, -1.0%[9.22 µM], -6.9%, 2.8%, ?, 7.0%, ?, -1.9%, ?
[7] COc1ccc(OC)c(NC(=O)COC(=O)c2ccc(S(=O)(=O)N3CCOCC3)cc2)c1
    -2.5%, 1.4%, 14.1%, -9.6%, 33.4%, -3.5%, -17.4%, 18.2%, -1.5%, -3.6%, 12.3%
[8] CS(=O)(=O)Nc1cccc(-c2nc(NCc3cccnc3)c3ccccc3n2)c1
    -8.7%, -2.2%[2.29 µM], 3.98µM*, 2.1%, 12.7%, 11.0%[9.22 µM], -9.8%, -27.4%, -1.2%, 8.7%, ?
[9] CCOC(=O)Cn1c(=O)oc2cc(S(=O)(=O)Nc3cc(Cl)ccc3OC)ccc21
    -11.1%, 1.8%, 3.3%, -0.3%, 9.6%, ., -8.3%, ., 9.0%, -0.7%, -2.3%
[10] O=C1CCCN1CCC1CCN(C2CC(=O)N(Cc3ccc(N4CCCC4=O)cc3)C2=O)CC1 (centres undefined)
    3.7%, -1.7%, 0.5%, -0.7%, 10.5%, 2.2%, 3.5%, -8.4%, -1.4%, 3.5%, 17.9%
[11] O=C(Cn1cccc1C(=O)c1ccccc1)NCCN1CCCCCC1
    3.2%, 1.4%, ?, -0.4%, -2.0%, 0.2%, -24.9%, 14.8%, -4.5%, -2.5%, 6.7%
[12] Cc1cc(=O)oc2c(CN(C)Cc3ccccc3)c(O)ccc12
    -2.6%, -0.5%, ?, 1.1%, -28.5%, 4.0%, 6.2%, 2.7%, -3.5%, 1.2%, -110.3%
[13] CCOC(=O)c1c(N)nn(C(C)=O)c1-c1ccccc1
    -4.7%, 3.9%, ?, 0.3%, -11.1%, 1.6%, 6.1%, -23.8%, -2.1%, -12.0%, 6.8%
[14] COC(=O)c1sc2nc3c(cc2c1N)C(=O)CC(C)(C)C3
    3.9%, -1.3%, 5.1%, ., -6.5%, 5.7%, -0.3%, -0.2%, 1.5%, -0.9%, 1.4%
[15] COc1ccc(CCNS(=O)(=O)c2ccc(S(=O)(=O)N3CCCC3)cc2)cc1OC
    4.0%, 0.8%, 4.2%, -2.2%, -12.8%, 3.2%, 7.6%, -0.5%, -1.5%, -0.8%, -1.8%
[16] CCn1c(SCc2ccccc2)nnc1-c1ccc(S(=O)(=O)N2CCCCC2)cc1
    2.6%, 1.4%, -7.6%, -0.2%[57.5 µM], 3.3%, 0.0%, 0.3%, -27.6%, 1.1%, -2.3%, -5.9%
[17] S=c1[nH]nc(-c2ccncc2)n1Cc1ccco1
    -2.0%, 2.8%, -4.1%, 1.1%, -2.8%, -2.1%, -3.4%, -25.6%, -9.4%, -1.4%, -12.3%
[18] CCCS(=O)(=O)N1CCCC(C(=O)NCCN(CC)CC)C1 (centres undefined)
    5.6%, 2.4%, 2.3%, -0.8%, -6.7%, 9.4%, 6.2%, 8.5%, -1.8%, 1.6%, 7.5%
[19] O=C(Nc1cccc(Cl)c1)c1ccncc1
    -2.9%, -5.6%, 0.3%, 0.0%, -1.9%, 4.3%, 1.8%, -24.9%, -2.3%, -3.8%, 2.4%
[20] CCOc1ccc(N2C(=O)c3cccnc3C2Nc2ccc(C)cc2)cc1 (centres undefined)
    13.8%, 0.8%, ?, 2.4%, -1.5%, 0.0%, -9.4%, -29.3%, -6.5%, -5.0%, 12.0%
[21] Cc1ccoc1C(=O)NCc1occc1C(=O)O
    -20.7%, -0.9%, 2.1%, 4.0%, 12.7%, 0.0%, -11.4%, 1.6%, -2.1%, -8.3%, -24.4%
[22] CCOC(=O)c1c(C)c(C(=O)NC(C)COC)c(C)n1CC (centres undefined)
    11.6%, 0.8%, 14.3%, -0.3%, -11.8%, -4.2%, 1.8%, -9.4%, 2.3%, -0.5%, 0.8%
[23] NS(=O)(=O)c1ccc(CNC(=O)NC23CC4CC(CC(C4)C2)C3)cc1
    7.6%, 2.1%, 4.0%, 0.5%, -7.8%, -2.7%, 2.2%, -20.2%, 0.9%, -1.6%, 10.3%
[24] c1ccc(N2CCCCC2)c(NC2=NCCC2)c1
    -1.1%, -4.3%, -1.6%, 1.7%[57.5 µM], -1.3%, 0.0%, 15.7%, -13.8%, 0.8%, -4.9%, -6.5%
[25] Cn1c(C(=O)N2CCCC(C(=O)N3CCN(C(=O)c4ccco4)CC3)C2)cc2sccc21 (centres undefined)
    -3.5%, 1.4%, -4.1%, -0.9%, 0.9%, 0.1%, -6.7%, -17.9%, -4.5%, -2.2%, -5.2%
[26] COc1ccc(-n2c(=O)c(-c3cccc(Cl)c3)nc3cncnc32)cc1
    -3.4%, -3.9%[11.4 µM], ?, 3.1%, -8.9%, 0.0%[9.22 µM], 4.2%, -27.2%, -2.2%, -4.8%, -2.2%
[27] Cn1c(COc2ccc3ccccc3c2)nnc1SCC(N)=O
    -1.3%, -2.6%, -7.7%, 1.0%, 3.9%, -1.2%, 2.4%, -1.5%, -2.5%, -2.3%, 4.5%
[28] Cc1ccc(NC(=O)C2(N(C(=O)Cn3nnnc3N)c3ccc(C)cc3)CCCCC2)cc1
    -10.8%, -0.5%, -17.4%, -0.9%, -13.0%, 0.0%, 4.8%, 30.8%[activator], -3.1%, -0.1%, 3.0%
[29] COCCn1c(SCc2cccnc2)nnc1-c1ccco1
    -1.4%, 3.5%, 7.6%, ., -1.9%, -0.3%, 0.0%, -5.4%, -3.2%, -6.5%, -20.6%
[30] Cc1cc(C)cc(N2CC(c3nc4ccccc4n3C)CC2=O)c1 (centres undefined)
    1.1%, -0.5%, 18.0%, -0.4%, -1.0%, ., 2.0%, ., -2.6%, -4.9%, 5.0%
[31] COCCNc1nnc(SCC(=O)N2CCN(S(=O)(=O)c3ccccc3)CC2)s1
    6.9%, -1.5%, -1.6%, -0.1%[57.5 µM], -1.2%, 1.3%, 3.0%, 9.0%, -1.9%, -3.6%, -7.8%

Single records, from the list above. Values in the order: UbGFP stabilizer	FLuc inh	CRE-bla Fsk	HBB splice mod	Tau fil binding	GFP derepression	15-hLO inh	ERK AVP block	Hsp90 Hop PPI	DNA Pol III inh	HADH2 inhib
Results for `CCOC(=O)Cn1c(=O)oc2cc(S(=O)(=O)Nc3cc(Cl)ccc3OC)ccc21` = -11.1%	1.8%	3.3%	-0.3%	9.6%	.	-8.3%	.	9.0%	-0.7%	-2.3%
Results for `CCOC(=O)c1c(N)nn(C(C)=O)c1-c1ccccc1` = -4.7%	3.9%	?	0.3%	-11.1%	1.6%	6.1%	-23.8%	-2.1%	-12.0%	6.8%
